# AmpC no deterg = AmpC beta-lactamase inhibition without detergent | AmpC nitrocefin hydrolysis, absorbance 480 nm, 0.0001% Triton | Potency, µM (titrated, usually from 57.1 µM), for the others: top-dose activity change, negative = inhibition, actives largely listed as inhibitors | actives 0.52% (n = 330,000) | AID 485341 | P00811;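 note: potency is the fitted concentration of half-maximal effect; plate controls were no compound for no effect and no enzyme for full effect; nearly all actives have a fitted effect of over 20% in size; some results filed as inactive show a strong effect at the top dose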
# Target sequence (P00811 whole entry, looked up): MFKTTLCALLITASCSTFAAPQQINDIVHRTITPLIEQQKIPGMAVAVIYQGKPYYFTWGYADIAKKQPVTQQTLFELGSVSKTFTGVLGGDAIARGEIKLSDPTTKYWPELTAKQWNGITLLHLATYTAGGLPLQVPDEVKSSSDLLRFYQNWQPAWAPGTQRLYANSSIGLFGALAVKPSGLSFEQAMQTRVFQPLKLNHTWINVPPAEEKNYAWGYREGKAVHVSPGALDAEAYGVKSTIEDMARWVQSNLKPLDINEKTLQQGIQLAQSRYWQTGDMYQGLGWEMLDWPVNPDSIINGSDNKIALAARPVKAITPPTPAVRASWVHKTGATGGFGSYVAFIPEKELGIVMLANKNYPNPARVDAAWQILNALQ
#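 AmpC (5.3 nM in the dispensed reagent) in 20 mM phosphate pH 7.0 with 0.01% (detergent screen) or 0.0001% Triton X-100 was preincubated with compounds for 15 min at room temperature. Nitrocefin was then added from an 800 uM solution, and hydrolysis was followed at 480 nm.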
# Giardia FBPA inh = blocks Giardia fructose-bisphosphate aldolase activity; actives 0.71% (n = 290,000); purified Giardia FBPA; Potency, µM (highest dose often 59.6 µM), for inactives: top-dose activity, negative = inhibition, hits mostly inhibitors; A8B2U2; note: potency is the fitted concentration of half-maximal effect; nearly all actives have a fitted effect of over 55% in size
# Target sequence (A8B2U2 whole entry, looked up): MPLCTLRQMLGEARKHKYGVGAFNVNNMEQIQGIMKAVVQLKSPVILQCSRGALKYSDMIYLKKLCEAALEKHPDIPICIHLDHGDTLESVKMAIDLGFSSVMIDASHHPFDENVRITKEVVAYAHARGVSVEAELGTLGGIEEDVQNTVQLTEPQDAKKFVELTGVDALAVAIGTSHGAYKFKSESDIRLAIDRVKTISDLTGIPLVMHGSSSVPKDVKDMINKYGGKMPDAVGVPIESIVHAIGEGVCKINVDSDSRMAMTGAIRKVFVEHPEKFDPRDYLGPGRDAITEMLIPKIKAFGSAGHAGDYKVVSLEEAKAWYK
#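 40 nM FBPA preincubated 10 min at RT with compound (up to 57.5 uM final), then substrate plus GAPDH/TPI/NAD/arsenate coupling and diaphorase/resazurin added. Fluorescence read after 20 min at RT, 525/598 nm.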
# AmpC detergent = inhibitors of E. coli AmpC beta-lactamase with detergent. AmpC hydrolysis of nitrocefin, absorbance 480 nm, 0.01% Triton. Potency, µM (titrated, usually from 114 µM), inactives show at the highest dose activity change, negative = inhibition, hits mostly inhibitors. actives 0.041% (n = 370,000);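 note: potency is the fitted concentration of half-maximal effect; 0% = no-compound wells and -100% = no-enzyme wells; nearly all actives have a fitted effect of over 25% in size; some results filed as inactive show a strong effect at the top dose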
#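 20 mM phosphate pH 7.0 + 0.01% (detergent screen) or 0.0001% Triton X-100; 5.3 nM AmpC reagent; cpd preinc 15 min RT; nitrocefin (800 uM stock) to start; A480 q20 s × 4 min; Activity was normalised to no-enzyme and no-compound control wells.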
# AMA1 RON2 block = disrupts binding of P. falciparum AMA1 to RON2. AID 720542. actives 0.2% (n = 360,000). Potency, µM (titrated, usually from 58.2 µM), for the others: at the top dose activity change, negative = inhibition, hits mostly inhibitors. AlphaScreen AMA1-biotinylated RON2 peptide binding;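 note: potency is the fitted concentration of half-maximal effect; 0% = vehicle wells and -100% = peptide control; nearly all actives have a fitted effect of over 45% in size; some results filed as inactive show a strong effect at the top dose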
#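 AMA1 (3D7) with his tag at 25 nM final met compounds first, then biotinylated RON2 peptide at 25 nM; detection used donor plus acceptor beads, 10 µg/mL apiece, read by AlphaScreen after 30 min at room temperature.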
# Sm TGR inh = S. mansoni TGR enzyme inhibition; Q962Y6; purified TGR, DTNB reduction, TNB absorbance 405 nm; Potency, µM (titrated, usually from 114 µM), for inactives: at the top dose activity change, negative = inhibition, most hits filed as inhibitors; actives 3% (n = 360,000); note: potency is the fitted concentration of half-maximal effect; nearly all actives have a fitted effect of over 60% in size
#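 First, TGR (20 nM dispensed) and NADPH were mixed with compound. Second, a 15 min room-temperature incubation followed. Third, further NADPH and then DTNB were added to start the reaction. Finally, TNB absorbance was monitored kinetically.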
# HCMV inh = human cytomegalovirus inhibition. HFF cells, HCMV-luciferase reporter, 72 h; hits give low values. activity change, negative = inhibition, % at 57.5 µM. actives 4.5% (n = 410,000). AID 1259415; in the data active = activity change below about -60%; inconclusive = no clear call, values can overlap the other calls; inactive = above about -39%
#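 Inhibition of viral replication was scored as loss of reporter luminescence in HFFs infected with HCMV-luciferase (MOI 1 PFU/cell) for 72 h; compounds tested at 2 doses, normalized to buffer and Salinomycin controls.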
# * marks the source's active call; other numbers are inactive results; ? = inconclusive; . = no result given; [ ] = dose if it differs, or a comment. Unless noted, calls come from the whole dose curve; as a rule, active = well fitted curve in the direction sought with a large enough effect; inconclusive = small, poorly fitted or top-dose-only effect, or another doubt; inactive = no such curve, though single readings can be large; an effect the other way counts as inactive or inconclusive. Unless noted, % is set by controls: 0 for no effect and ±100 for the full control effect.
No.	mol	AmpC no deterg	Giardia FBPA inh	AmpC detergent
1	O=C(c1ccco1)N1CCN(C(=O)c2cnn3c(C(F)(F)F)cc(-c4cccs4)nc23)CC1	55%	-1%	-6%
2	O=C(CSc1n[nH]c(=O)n1C1CC1)c1c[nH]c2ccccc12	-14%	.	4%
3	CN(C1CCCCC1)S(=O)(=O)c1ccc(NC(=O)C2CCCCC2C(=O)O)cc1 (stereo unspecified)	-53%	27%	?
4	CN1CCc2c(sc(NC(=O)c3ccc(S(=O)(=O)N4CCOCC4)cc3)c2C(N)=O)C1	72%[activator]	-24%	?
5	O=C(CSc1nnc2c(Cl)cc(C(F)(F)F)cn12)NCc1ccc(F)cc1	-47%	-7%	-1%
6	Cc1oc2c(C)c3oc(=O)c(CCC(=O)NCCCN4CCCC4=O)c(C)c3cc2c1C	163%[activator]	-4%	?
7	COc1cccc(NC(=S)N(CCN(C)C)C(C)c2cccnc2)c1 (stereo unspecified)	-14%	3%	2%
8	COc1ccc(OC)c(NC(=O)CCN2CCC(C)CC2)c1	-8%	?	1%

No.	AMA1 RON2 block	Sm TGR inh	HCMV inh
1	-16%	-31%	-6
2	1%	-14%	15
3	5%	0%	36
4	-4%	-3%	.
5	11%	0%	-16
6	1%	13%	-9
7	2%	9%	-29
8	-7%	1%	-19

# Further entries follow:
No.	mol	AmpC no deterg	Giardia FBPA inh	AmpC detergent
9	CC(C)CN1CCNC(=O)C1CC(=O)NCCCN1CCCc2ccccc21 (stereo unspecified)	131%[activator]	-15%	-3%
10	O=C(CCCCn1c(=S)[nH]c2ccsc2c1=O)NCc1ccc2c(c1)OCO2	-30%	-26%	2%
11	CC(=O)c1c(C)nc(C)nc1NC(=O)C(C)C	4%	14%	-4%
12	Cc1ccc(NC(=O)C2CCN(C(=O)[C@@H]3Cc4ccccc4CN3)CC2)cc1	-13%	-12%	-4%
13	COc1ccc(C)cc1-n1nnnc1SCC(=O)N1CCC(C(=O)Nc2nccs2)CC1	77%[activator]	8%	-1%
14	Cc1ccc(-n2nc3c(N4CCC(C(=O)NC(C)c5ccccc5)CC4)nnc(C)c3c2C)cc1 (stereo unspecified)	.	.	4%
15	Cc1ccc(S(=O)(=O)ON=C2CCN(S(=O)(=O)c3ccccc3)CC2)cc1	-11%	-8%	9%
16	CC(=O)N1CCN(C(=S)c2ccc(N(C)C)cc2)CC1	-14%	6%	-1%

No.	AMA1 RON2 block	Sm TGR inh	HCMV inh
9	0%	-10%[57.1 µM]	-13
10	62%[activator]	1%	51
11	-8%	0%	-19
12	11%	-14%	-3
13	-1%	17%	-36
14	.	4%	?
15	15%	2%	37
16	-1%	22%	28

# (continued)
No.	mol	AmpC no deterg	Giardia FBPA inh	AmpC detergent
17	CCOc1ccccc1/C=c1\sc2nc(-c3ccco3)nn2c1=O	-35%	-13%	5%
18	O=S(=O)(c1ccc(SCc2ccc(Br)cc2)nc1)N1CCOCC1	-13%	.	?
19	Cc1oc(-c2ccccc2)nc1CS(=O)CC(=O)NC1CCCC1 (stereo unspecified)	-15%	8%	-5%
20	O=C(COc1cccc(C(F)(F)F)c1)Nc1ccc(S(=O)(=O)N2CCCC2)cc1	-23%	-8%	-10%
21	CCOC(=O)C1CCN(Cc2cc(C(C)C)c(O)c(C(C)C)c2)CC1	-19%	2%	8%
22	Cc1ccc(-c2nc3ncccc3n2O)cc1	-13%	-24%	-1%
23	O=C(O)c1ccc2c(c1)C1C(Cl)C(Sc3ccccc3[N+](=O)[O-])CC1C(c1cccc([N+](=O)[O-])c1)N2 (stereo unspecified)	18µM*	-15%	-14%
24	Cc1nc(SCC(=O)Nc2cc(S(=O)(=O)N3CCOCC3)ccc2Cl)nc(C)c1C	121%[activator]	.	6%

No.	AMA1 RON2 block	Sm TGR inh	HCMV inh
17	-6%	?	-13
18	-3%[11.6 µM]	3%	49
19	-5%	7.9µM*	29
20	-10%	1%	18
21	-12%	-25%	6
22	-3%	-1%	.
23	-29%	?	.
24	15%	-1%	-19

# (further entries)
No.	mol	AmpC no deterg	Giardia FBPA inh	AmpC detergent
25	COc1cc(C(=O)NCCc2ccc3c(c2)OCCO3)ccc1OCC(=O)N1CCOCC1	96%[activator]	-18%	7%
26	CCn1ccnc1[C@@H]1C[C@H]2CN(c3ccccc3OC)C(=O)[C@]23CCCN13	-7%	1%	9%
27	O=c1cc(CN2CCN(c3ccc(F)cc3)CC2)nc2sccn12	-9%	-21%	-12%
28	CCOc1ccc(NC(=O)c2cccc(OC(=S)N3CCOCC3)c2)cc1	3%	1%	-4%
29	C=CCNC(=O)NC(=O)COC(=O)/C(C#N)=C/c1cc(C)n(CCC(C)C)c1C	-18%	4%	2%
30	COc1ccc(CCNC(=O)CCCN2C(=O)c3ccccc3C2=O)cc1	2%	3%	?
31	COc1cc(NC(=O)CC2C(=O)N(c3ccccc3)C(=O)N2Cc2ccc(F)cc2)cc(OC)c1 (stereo unspecified)	.	.	-1%
32	O=C1OCC(c2ccccc2)=C1c1ccccc1[N+](=O)[O-]	-33%	-7%	4%

No.	AMA1 RON2 block	Sm TGR inh	HCMV inh
25	-6%	-4%	21
26	1%	?	-3
27	4%	?	15
28	-4%	-7%	-68*
29	-1%	0%	-16
30	7%	18%	-81*
31	.	-12%	-36
32	8%	-2%	-28

# New compounds follow:
No.	mol	AmpC no deterg	Giardia FBPA inh	AmpC detergent
33	COc1ccc(S(=O)(=O)Nc2cccc3c2O[C@H](CN(C)C(=O)NC2CCCCC2)[C@@H](C)CN([C@H](C)CO)C3=O)cc1	247%[activator]	.	.
34	COc1cccc(C(=O)Nc2c3c(nn2-c2ccc(Cl)cc2)CS(=O)(=O)C3)c1	.	.	10%
35	Cc1ccc(NC(=O)c2sc(N)nc2C)cc1	-7%	0%	4%
36	CCC1Oc2ccc(C)cc2N(CC(=O)N(Cc2ccncc2)Cc2ccco2)C1=O (stereo unspecified)	96%[activator]	4%	-2%
37	CC(C)(C)NS(=O)(=O)c1ccc(CCC(=O)N2CCCC2)cc1	0%	7%	-8%
38	O=C(c1cncs1)N1CCCC(CNS(=O)(=O)c2cccs2)C1 (stereo unspecified)	0%	0%	-2%
39	COc1ccc(C)cc1-n1nnnc1SCc1nc2ccccc2c(=O)[nH]1	-26%	0%	8%
40	COc1cc(C2CC(=O)Oc3cc(C)c(Br)c(C)c32)cc(OC)c1OC (stereo unspecified)	71%[activator]	-28%	.

No.	AMA1 RON2 block	Sm TGR inh	HCMV inh
33	11%	.	11
34	.	-5%	-8
35	-10%	12%	86
36	-9%	22µM*	27
37	2%	.	-10
38	0%	0%	59
39	-14%	-8%	-27
40	-19%	.	-11

# Part of the list above, with tabs:
item	mol	AmpC no deterg	Giardia FBPA inh	AmpC detergent	AMA1 RON2 block	Sm TGR inh	HCMV inh
34	COc1cccc(C(=O)Nc2c3c(nn2-c2ccc(Cl)cc2)CS(=O)(=O)C3)c1	.	.	10%	.	-5%	-8
35	Cc1ccc(NC(=O)c2sc(N)nc2C)cc1	-7%	0%	4%	-10%	12%	86
36	CCC1Oc2ccc(C)cc2N(CC(=O)N(Cc2ccncc2)Cc2ccco2)C1=O (stereo unspecified)	96%[activator]	4%	-2%	-9%	22µM*	27
37	CC(C)(C)NS(=O)(=O)c1ccc(CCC(=O)N2CCCC2)cc1	0%	7%	-8%	2%	.	-10

# Continuation:
No.	mol	AmpC no deterg	Giardia FBPA inh	AmpC detergent
41	Cc1ccc(Cc2cnc(N3C(=N)SC(C)C3=O)s2)cc1 (stereo unspecified)	-8%	?	-2%
42	Cc1ccc(NC(=O)c2cn(CCC#N)nc2-c2ccc3c(c2)OCCO3)c([N+](=O)[O-])c1	61%[activator]	-2%	-8%
43	Cc1ccc(NC=C(S(=O)(=O)c2ccccc2)S(=O)(=O)c2ccccc2)cc1	-21%	1%	-11%
44	COc1ccccc1NC(=O)c1sc2nc(Cc3ccccc3)cc(C(F)(F)F)c2c1N	-22%	-4%	?
45	Fc1ccc2[nH]c3c(N4CCN(c5ccccc5)CC4)ncnc3c2c1	-57%	-1%	-1%
46	O=C(c1cnc2c(c1)COc1ccccc1-2)c1ccccc1O	.	.	2%
47	CC1(C)N=C(N)N=C(N)N1c1ccc(F)cc1F	-10%	-1%	-2%
48	C/C(Cn1nc([N+](=O)[O-])cc1C)=N\NC(=O)COc1ccccc1[N+](=O)[O-]	-14%	6%	5%

No.	AMA1 RON2 block	Sm TGR inh	HCMV inh
41	39%[activator]	-3%	14
42	11%[2.32 µM]	4%	?
43	-12%[11.6 µM]	-11%	2
44	0%	-3%	-21
45	-18%	2%	-97*
46	.	5%	-27
47	6%	1%	-17
48	1%	7%	0

# The list continues:
No.	mol	AmpC no deterg	Giardia FBPA inh	AmpC detergent
49	Cc1ccc(/C=C/C(=O)N2CCN(S(=O)(=O)c3c(C)c(C)cc(C)c3C)CC2)o1	53%	0%	-8%
50	O=S(=O)(/N=C(/NS(=O)(=O)c1ccccc1)c1ccccc1)c1ccccc1	-15%	10%	5%
51	COc1ccc(C(CNC(=O)COc2ccc(Cl)cc2C)N2CCCCC2)cc1 (stereo unspecified)	-14%	.	-3%
52	Cc1cccc(OCCOc2ccccc2C=C(C#N)C#N)c1	-28%	-5%	1%
53	COc1ccc(NC(=O)CN2C(=O)NC(C)(c3ccc(C)cc3)C2=O)c([N+](=O)[O-])c1 (stereo unspecified)	-5%	1%	-6%
54	CN(C)S(=O)(=O)c1ccc(/C(O)=C2/C(=O)C(=O)N(Cc3cccnc3)C2c2cccs2)cc1 (stereo unspecified)	-18%	5%	-3%
55	Cc1nn(CC(=O)NC2CCS(=O)(=O)C2)c(C)c1S(=O)(=O)N(C)C (stereo unspecified)	-8%	.	2%
56	O=C(O)c1cc(NC(=O)c2ccc3c(c2)C(=O)N(Cc2cccnc2)C3=O)cc(C(=O)O)c1	-10%	0%	-3%
57	Cc1cc2c(cc3c(SCc4nc(-c5ccccc5)oc4C)nnc(C)n32)o1	.	.	16%
58	CCc1c(C)nc2ncnn2c1N1CCC(C(=O)N2CCN(c3ccc(F)cc3)CC2)CC1	136%[activator]	1%	0%
59	C#CCOCCOCCOCCNc1nc(N2CCN(C(=O)[C@H](Cc3cc4ccccc4[nH]3)n3cc([C@@H](N)CC(C)C)nn3)CC2)nc(N2CCN(C(=O)[C@H](Cc3cc4ccccc4[nH]3)n3cc([C@@H](N)CC(C)C)nn3)CC2)n1	196%[activator]	-27%	-6%

No.	AMA1 RON2 block	Sm TGR inh	HCMV inh
49	-13%	10µM*	-23
50	7%	19%	-106*
51	-7%	5%	1
52	2%	2.5µM*	50
53	-20%	-22%	29
54	-16%	25µM*	-36
55	11%	1%	17
56	-5%	-1%	8
57	.	1%	-4
58	0%	5%	-88*
59	-24%	-31%	.

# Screening results: PubChem BioAssay, National Center for Advancing Translational Sciences (NCATS)
